Screens (PubChem BioAssay)
GALK inh – qHTS Assay for Inhibitors of Human Galactokinase (GALK). Potency, µM (highest dose often 57.5 µM), inactives show at the top dose activity change, negative = inhibition, hits mostly inhibitors. AID 1868, 2009. 0.007% of 270,000 active. Purified GALK, Kinase-Glo residual ATP luminescence; note: potency is the fitted concentration of half-maximal effect; % is set by controls: 0 for no effect and ±100 for the full control effect
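Human GALK (5 nM) with 35 uM ATP and 100 uM galactose in 20 mM HEPES pH 8.0, 5 mM MgCl2, 60 mM NaCl, 1 mM DTT, 0.01% BSA. After 1 h at room temperature, leftover ATP was read by Kinase-Glo Plus luminescence.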
a7 integrin act – qHTS for Activators of Integrin-Mediated Alleviation for Muscular Dystrophy; alpha7betagal myoblasts, beta-gal FDG fluorescence, 48 h; Potency, µM (doses to about 38.3 µM), inactives show at the top dose activation, hits mostly activators; 0.064% of 350,000 active; AID 624291, 2012;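 note: potency is the fitted concentration of half-maximal effect; 100% = response of the positive control SU9516; nearly all actives have a fitted effect of over 60% in size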
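Alpha7betagal+/- myoblasts (passage 13) were plated 16-24 hr, then exposed to compounds (1:260 dilution of DMSO stock) for 48 hours at 37C. After MPER lysis, β-galactosidase reporter activity was read as FDG fluorescence (ex 480/em 540) after 30 minutes.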
KCNH2 3.1 inh – qHTS for Inhibitors of KCHN2 3.1: Mutant qHTS | AID 720553, 2013 | Potassium voltage-gated channel subfamily H member 2, brain isoform KCNH2 3.1 (human) | activity change, % (tested at about 1.8 µM) | 0.95% of 340,000 active | U2OS KCNH2 3.1, thallium flux FluxOr; hits give low values;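 active = maximum activity change below -70%; inconclusive = maximum activity change from -70% to -50%; inactive = maximum activity change above -50%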;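 note: thallium influx rate constant from kinetic fluorescence after stimulation buffer; % is set by controls: 0 for no effect and ±100 for the full control effect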
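U2OS cells transduced with KCNH2 3.1 mutant virus (1.77 x 10^8 /mL, 4 h), plated overnight at 37 C, loaded 45 min with FluxOr dye plus Red40 quencher. Thallium flux rate constant from kinetic reads after stimulation buffer, normalised to controls.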
MBNL1-CUG inh – qHTS Assay for Inhibitors of MBNL1-poly(CUG) RNA binding; Muscleblind-like protein 1 (Homo sapiens), Q9NR56; TR-FRET MBNL1-His/biotin-(CUG)12 binding, 665/545 ratio; Potency, µM (series often up to 57.5 µM), for the others: at the highest dose activity change, negative = inhibition, actives largely listed as inhibitors; 0.036% of 280,000 active; AID 2675, 2010; active = well fitted inhibition curve with a large enough effect in the signal ratio, with a control signal flat, not every such curve was filed as active; inconclusive = small, poorly fitted or top-dose-only effect, or effect the other way, or a change in a side signal; inactive = no such curve, though single readings can be large or run the other way; the % refers to the signal ratio; note: potency is the fitted concentration of half-maximal effect; % is set by controls: 0 for no effect and ±100 for the full control effect
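Compound titration spanned 92 nM–58 uM against the MBNL1-His/biotin-(CUG)12 complex. After 60 min at room temperature with 5 nM streptavidin-XL665 and 0.055 ng/ul terbium anti-His, ratiometric 665/545 nm emission (Ex 340 nm) normalized to controls.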
KCNH2 WT inh – qHTS for Inhibitors of KCHN2 3.1: Wildtype qHTS | activity change, % at 1.84 µM | 0.37% of 340,000 active | AID 720551, 2013 | U2OS, BacMam KCNH2, thallium flux FluxOr; hits give low values;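 active = maximum activity change below -70%; inconclusive = maximum activity change between -70% and -50%; inactive = maximum activity change above -50%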; note: % is set by controls: 0 for no effect and ±100 for the full control effect
Target sequence (Q12809 whole entry, looked up): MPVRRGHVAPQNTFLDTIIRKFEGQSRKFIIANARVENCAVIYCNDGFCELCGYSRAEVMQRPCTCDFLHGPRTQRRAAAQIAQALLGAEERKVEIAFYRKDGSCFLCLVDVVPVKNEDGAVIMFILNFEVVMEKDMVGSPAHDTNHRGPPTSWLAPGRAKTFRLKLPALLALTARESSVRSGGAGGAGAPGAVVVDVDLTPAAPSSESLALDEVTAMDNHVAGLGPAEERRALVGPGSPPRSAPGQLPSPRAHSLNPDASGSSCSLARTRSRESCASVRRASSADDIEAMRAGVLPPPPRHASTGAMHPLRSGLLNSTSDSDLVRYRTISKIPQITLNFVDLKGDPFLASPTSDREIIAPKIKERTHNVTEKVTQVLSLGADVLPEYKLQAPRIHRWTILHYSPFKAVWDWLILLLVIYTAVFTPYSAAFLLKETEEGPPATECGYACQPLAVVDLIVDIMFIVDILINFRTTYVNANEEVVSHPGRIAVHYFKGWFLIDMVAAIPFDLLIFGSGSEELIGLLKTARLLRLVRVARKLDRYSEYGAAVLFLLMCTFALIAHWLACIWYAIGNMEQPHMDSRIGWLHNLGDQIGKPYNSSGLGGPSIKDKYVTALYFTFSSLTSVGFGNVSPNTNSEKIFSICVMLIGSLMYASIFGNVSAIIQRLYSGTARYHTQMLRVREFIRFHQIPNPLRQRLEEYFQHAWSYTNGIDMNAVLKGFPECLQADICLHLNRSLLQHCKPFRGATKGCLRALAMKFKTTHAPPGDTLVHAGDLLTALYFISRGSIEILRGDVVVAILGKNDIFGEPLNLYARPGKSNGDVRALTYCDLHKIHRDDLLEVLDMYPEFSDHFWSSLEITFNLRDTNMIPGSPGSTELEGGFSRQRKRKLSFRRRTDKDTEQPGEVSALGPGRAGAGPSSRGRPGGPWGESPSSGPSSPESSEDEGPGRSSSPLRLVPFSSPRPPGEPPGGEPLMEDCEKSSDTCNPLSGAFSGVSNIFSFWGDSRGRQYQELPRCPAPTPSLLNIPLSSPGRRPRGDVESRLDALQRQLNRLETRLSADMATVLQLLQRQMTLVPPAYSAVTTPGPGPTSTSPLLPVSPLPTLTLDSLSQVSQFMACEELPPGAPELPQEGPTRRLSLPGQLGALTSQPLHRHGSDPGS
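U2OS cells were transduced with wild-type KCNH2 virus (2.03 x 10^8 / mL) for 4 h at room temperature, then cultured overnight at 37 C. Thallium flux was read with FluxOr dye. Rate constants were normalized to DMSO controls.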
AT treatment – qHTS Assay for Identifying a Potential Treatment of Ataxia-Telangiectasia. […] A-T fibroblasts, KAP-1 phosphorylation AlphaLISA; neocarzinostatin DNA damage 30 min before lysis. Potency, µM (series often up to 57.5 µM), for the others: top-dose activation, actives largely listed as activators. 0.19% of 320,000 active. AID 485349, 2010; note: potency is the fitted concentration of half-maximal effect; % of control where 0% means no effect; nearly all actives have a fitted effect of over 45% in size
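hTERT-immortalized A-T patient fibroblasts ([…]), 500 cells/well in OPTI-MEM, 1% FBS, got compounds for 60 min, then NCS for 30 min at 37C. Lysates were then assayed for phospho-KAP-1 by AlphaLISA (anti-pKAP1 donor, anti-KAP1 acceptor beads), 6 hr at 25C.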
CXXC DNA block – qHTS Fluorescence Polarization Assay for Inhibitors of MLL CXXC domain - DNA interaction; MLL-CXXC / FITC-HOXA9 DNA fluorescence polarization; Histone-lysine N-methyltransferase 2A (Homo sapiens), Q03164; 0.037% of 290,000 active; Potency, µM (titrated, usually from 115 µM), without a hit: at the top dose activity change, negative = inhibition, most hits filed as inhibitors; active = well fitted inhibition curve with a large enough effect in the polarisation, with a control signal flat, not every such curve was filed as active; inconclusive = small, poorly fitted or top-dose-only effect, or effect the other way, or a change in a side signal; inactive = no such curve, though single readings can be large or run the other way; the % refers to the polarisation; note: potency is the fitted concentration of half-maximal effect
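Purified MLL-CXXC (added from a 7 uM solution) was preincubated 5 min at ambient with pinned compounds in 50 mM Tris-HCl pH 7.5, 50 mM NaCl, 1 mM DTT, 0.05% BSA. Fluorescein-labeled HOX-A9 DNA (50 nM solution) followed, 30 min, then polarization read.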
FBPA coupling cs – qHTS Assay for Inhibitors of Fructose-1,6-bisphosphate Aldolase from Giardia Lamblia: Coupling assay counterscreen; activity change, negative = inhibition, % at 58.2 µM, hits read low; 0.67% of 290,000 active; coupling enzyme system counterscreen, AmpLite Red fluorescence; in the data active = activity change below about -30%; note: % is set by controls: 0 for no effect and ±100 for the full control effect
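Compounds tested against the coupling enzymes alone at 57.5 uM final; readout was AmpLite Red fluorescence (525/598 nm) after 20 min at RT.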
S-ASM inh – Inhibitors of Secretory Acid Sphingomyelinase (S-ASM): qHTS | 0.006% of 340,000 active | AID 504937, 2011 | placental ASM, HMU-PC fluorogenic substrate, 60 min | Potency, µM (top dose mostly 57.5 µM), for the others: at the top dose activity change, negative = inhibition, most hits filed as inhibitors; note: potency is the fitted concentration of half-maximal effect
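Human placenta-derived ASM preincubated with compound 10 min at room temperature, then reacted with 9 uM (final) fluorogenic HMU-PC substrate for 60 min at 37 C. Stop solution raises pH to 10; fluorescence read at Ex 386/Em 447 nm.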
TRPV1 agonist – HTS Assay for Compounds that Act as Agonists of the Vanilloid Receptor 1 | Transient receptor potential cation channel subfamily V member 1 (Homo sapiens), Q8NER1 | TRPV1-expressing cells, Fluo-8 calcium influx, agonist mode | activation, % at 8.33 µM | 0.19% of 320,000 active; in the data active = activation above about 80%; inconclusive = between about 30% and that limit; note: 0% is about no effect
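TRPV1-expressing cells were cultured overnight at 35.5C and loaded with Fluo-8 calcium dye for 40 to 90 min at room temperature. After a 10 s baseline, compound was added and calcium influx was read kinetically for 3 min (ex 480/em 520 nm).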
* hit, by the source's call; ? = inconclusive; . = not tested or not shown; & = joins results of further samples; [ ] = dose if it differs, or a comment. Unless noted, calls come from the whole dose curve; as a rule, active = well fitted curve in the direction sought with a large enough effect; inconclusive = small, poorly fitted or top-dose-only effect, or another doubt; inactive = no such curve, though single readings can be large; an effect the other way counts as inactive or inconclusive.

cpd	mol	MBNL1-CUG inh	FBPA coupling cs	CXXC DNA block	a7 integrin act	AT treatment	KCNH2 3.1 inh	KCNH2 WT inh	S-ASM inh	GALK inh	TRPV1 agonist
1	O=C(Oc1cc(-c2ccccc2)no1)c1ccc(Cl)cc1	-12%	3	-7%	16%	.	3	-5	0%	2%	2
2	COc1nc(-c2ccccc2)nc(-c2ccccc2)c1C	.	.	.	-10%	.	-21	-3	-5%	.	.
3	COc1ccc(-c2cc(C(=O)Nc3cc(OC)c(OC)c(OC)c3)no2)cc1OC	-7%	-3	1%	-19%[7.66 µM]	9%	5	-10	-4%	-1%	-1
4	Clc1cccc(CSc2ccc(-c3cccnc3)nn2)c1	0%	0	2%	13%	9%	1	-3	-1%	1%	27
5	Cc1ccc(NC(=O)CNNC(=O)c2cccc([N+](=O)[O-])c2)cc1[N+](=O)[O-]	.	.	.	-15%	0%	-8	2	2%	.	.
6	O=C(O)CCCCCn1c(SCC(=O)Nc2ccc(F)cc2)nc2ccsc2c1=O	-4%	10	0%	?	3%	-8	-8	0%	0%	6
7	Cc1ccc(C(=O)Nc2c(N)nc(SCC(=O)Nc3cc(C)on3)[nH]c2=O)cc1	-5%	.	7%	15%	1%	.	7	-2%	6%	-3
8	Cc1ccc(S(=O)(=O)N2CCCCC2)cc1NC(=O)COC(=O)Cc1ccc(Cl)cc1	?	0	-3%	-11%	6%	-7	0	-6%	-2%	-4
9	COc1ccc(C2=NS(=O)(=O)N(C)C(C(=O)N3CCOCC3)=C2)cc1OC	?	0	.	-17%	0%	-10	-23	14%	.	-4
10	Cc1ccccc1CC(=O)Nc1sc(C(C)C)cc1C(=O)N1CCOCC1	0%	.	6%	12%	-1%	-13	8	3%	1%	15
11	O=C(COc1ccc2ccccc2c1)N1c2ccccc2Sc2ccccc21	-5%	-1	16%	14%	-4%	-25	-6	-4%	-1%	1
12	Cn1cc(S(=O)(=O)N2CCN(C(=O)c3ccco3)CC2)c(=O)n(C)c1=O	2%	1	-8%	-1%	11%	-1	-3	6%	2%	.
13	CC1CC1C(=O)OCC(=O)Nc1ccc2[nH]c(=O)[nH]c2c1 (configuration not stated)	-7%	-2	1%	-7%	-2%	-8	.	9%	0%	0
14	CCOc1ccc(C(=O)Nc2ccccc2CC)cc1[N+](=O)[O-]	21%	-1	0%	-18%	-9%	9	-1	-1%	1%	2
15	NS(=O)(=O)c1ccc(CCNC(=O)c2ccc([N+](=O)[O-])cc2[N+](=O)[O-])cc1	?	1	6%	7%	2%	-3	19	-1%	-1%	-4
16	COC(=O)C1=C(C)N(CCc2cc(OC)c(OC)c(OC)c2)C(=O)N[C@H]1c1ccc(Br)cc1	-13%	3&-1	-6%	.	15%	.	.	.	.	1
17	Cc1ccc(N2C(=O)CC(N3CCN(c4ccccn4)CC3)C2=O)cc1 (configuration not stated)	-4%	-1	-1%	-2%	-1%	12	-5	-1%	10%	1
18	CCN1C(=O)/C(=C\N2CCN(c3ccccc3)CC2)SC1=S	51%[activator]	1	11%	6%	-6%	-6	1	-14%	0%	1
19	CCOc1ccccc1/C=N/Nc1nc2c(N)ncnc2n1[C@H]1O[C@@H](CO)[C@H](O)[C@@H]1O	?	-1	1%	24%	13%	11	2	-2%	1%	1
20	CCCCCCOC(=O)Nc1ccc(S(=O)(=O)Nc2cccc([N+](=O)[O-])c2)cc1	.	-1	4%	-14%	0%	-7	-21	-16%	-1%	-2
21	O=C(COC(=O)C1CC2C=CC1C2)Nc1cccc(S(=O)(=O)N2CCCCC2)c1 (configuration not stated)	4%	1	7%	-10%	2%	-4	-4	-2%	0%	7
22	Cc1ccc(NC(=O)CN(c2ccc3c(c2)OCO3)S(=O)(=O)c2c(C)n[nH]c2C)cc1	-15%	1	-5%	22%	-7%	7	-14	-9%	-2%	1
23	C=C(Br)Cn1c(CCC)nc2ccccc21	-1%	1	1%	23%	-1%	7	11	-2%	4%	3
24	COc1ccc(C2CC(c3cccs3)=NN2C(=O)CCC(=O)O)cc1OC (configuration not stated)	16%	5	10%	-10%	-10%	6	3	-1%	1%	2
25	Nc1ccc(Oc2ccc3c(c2)C(=O)N(CC2CCCO2)C3=O)cc1 (configuration not stated)	?	4	4%	-19%	2%	1	-2	1%	-2%	4
26	CN(C)/C=C/C(=O)c1ccc(Cl)cc1	10%	4	4%	3%	1%	11	21	1%	0%	1
27	O=C(c1cc(-c2ccc(Cl)cc2)n[nH]1)N1CCc2ccccc2C1	-1%	-4	8%	-40%	-4%	20	0	1%	0%	?
28	CCn1c(CNC(=O)c2ccco2)nnc1SCC(=O)Nc1cccc(F)c1	2%	3	3%	-26%	-1%	-21	6	5%	-3%	0
29	CCC(Cc1ccccc1)NC(=O)C1CCN(c2nn3c(=O)cc(C)nc3s2)CC1 (configuration not stated)	7%	1	3%	?	7%	16	-1	0%	-3%	2
30	COc1cc(N)ccc1Cc1ccc(N)cc1OC	-2%	2	3%	-15%	-5%	-1	-4	-2%	10%	-2
31	CC12COC3(C(=O)Nc4ccc(Cl)cc4)CC1CCC32C (configuration not stated)	-8%	-2	3%	7%	24%	-5	-10	-1%	0%	15
32	Cc1cc(C)nc(Sc2ccc(/C=C(\C#N)C(=O)Nc3ccccc3)o2)n1	22%	-3	22%	-1%	3%	-22	7	-5%	-1%	-3
33	O=C(COC(=O)c1ccccc1)Nc1cccc(S(=O)(=O)N2CCOCC2)c1	2%	0	10%	-25%	-1%	6	1	-1%	4%	3
34	O=C(CSc1ncnc2scc(-c3ccccc3)c12)N1CCN(c2ccccc2F)CC1	.	-1	17%	-23%	-5%	-7	-1	-3%	2%	-7
35	Cc1ccc(OC(C)C(=O)OCC(=O)Nc2sccc2C(N)=O)cc1 (configuration not stated)	.	.	.	?	-1%	8	3	-4%	.	.
36	COc1ccc(C(=O)NCC(=O)OCC(=O)c2c(C)[nH]c3ccccc23)cc1OC	.	.	.	.	2%	-10	-8	-3%	.	.
37	Cc1nn(Cc2ccccc2)c(C)c1NC(=O)CSc1nnc(-c2cc(Cl)ccc2O)n1C	-11%	8	-1%	12%	4%	4	10	-1%	0%	-6
38	Cn1cnc(S(=O)(=O)N2CCN(c3ccc(F)cc3)CC2)c1	-11%	4	-4%	?	2%	-7	-5	4%	1%	2
39	CCOc1ccc(N2CC(C(=O)NCc3nnnn3-c3ccc(C)c(C)c3)CC2=O)cc1 (configuration not stated)	-18%	4	-4%	-6%	-7%	-2	-1	0%	-7%	0
40	COc1ccccc1Nc1nc(-c2c(C)nc3ncccn23)cs1	21%	-2	7%	-50%[inhibitor]	7%	17	3	-5%	0%	4

Entries of single compounds, quoted from the list. Screens in order: MBNL1-CUG inh	FBPA coupling cs	CXXC DNA block	a7 integrin act	AT treatment	KCNH2 3.1 inh	KCNH2 WT inh	S-ASM inh	GALK inh	TRPV1 agonist
Listed for Cc1cc(C)nc(Sc2ccc(/C=C(\C#N)C(=O)Nc3ccccc3)o2)n1 = 22%	-3	22%	-1%	3%	-22	7	-5%	-1%	-3
Listed for Cn1cnc(S(=O)(=O)N2CCN(c3ccc(F)cc3)CC2)c1 = -11%	4	-4%	?	2%	-7	-5	4%	1%	2

Next section:
cpd	mol	MBNL1-CUG inh	FBPA coupling cs	CXXC DNA block	a7 integrin act	AT treatment	KCNH2 3.1 inh	KCNH2 WT inh	S-ASM inh	GALK inh	TRPV1 agonist
41	Cn1nc(C(F)(F)F)c(/C=N/OC(=O)c2ccccc2Cl)c1SCc1ccccc1Cl	5%	-5	0%	-60%[inhibitor]	5%	-11	-4	0%	0%	1
42	CCOC(=O)c1ccccc1NC(=O)c1cc2ccccc2o1	2%	0	4%	2%	-13%	-25	0	-4%	-5%	?
43	O=C1CC(N(O)C2CC(=O)N(Cc3ccccc3)C2=O)C(=O)N1Cc1ccccc1 (configuration not stated)	-6%	-1	-4%	-9%	6%	0	-19	-1%	4%	3
44	CC1(C)C=C2C(=NN(c3ccccc3)C(N)=C2C#N)CO1	?	-62*	6%	?	2%	2	?	4%	?	2
45	CCN(C(=O)CN1C(=O)S/C(=C\c2cccc(OC)c2)C1=O)C1CCS(=O)(=O)C1 (configuration not stated)	?	.	-4%	1%	2%	27	-2	-1%	-8%	-8
